Pol eta inh – qHTS for Inhibitors of Polymerase Eta | DNA polymerase eta (Homo sapiens), Q9Y253 | recombinant Pol eta, fluorescent DNA replication assay | Potency, µM (doses to about 114 µM), for inactives: at the highest dose activity change, negative = inhibition, actives largely listed as inhibitors | 1.2% of 390,000 active | AID 588591, 2011; also: % is scaled to controls: 0 for no effect and ±100 for the full control effect
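Pol eta at 10 nM preincubated with compounds 15 min at room temperature; reaction started with fluorescent substrate (50 nM final) and read kinetically at 0 and 10 min.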
Pol kappa inh – qHTS for Inhibitors of Polymerase Kappa. 0.53% of 400,000 active. purified Pol kappa, fluorescent DNA synthesis assay, 10 min. DNA polymerase kappa (Homo sapiens), Q9UBT6. AID 588579, 2011. Potency, µM (top dose mostly 107 µM), without a hit: at the highest dose activity, negative = inhibition, hits mostly inhibitors; also: % is scaled to controls: 0 for no effect and ±100 for the full control effect
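First, compounds were pin-transferred onto 10 nM Pol kappa. After 15 min at room temperature, substrate was added to 50 nM final. Fluorescence was then measured kinetically at 0 and 10 min.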
Anesthetic bind – qHTS Assay for Identification of Novel General Anesthetics. 0.074% of 350,000 active. Ferritin light chain (Equus caballus), P02791. apoferritin/1-aminoanthracene competitive binding, fluorescence. AID 485281, 2010. Potency, µM (series often up to 77.5 µM), for the others: at the top dose activity change, negative = displacement, most hits filed as inhibitors; also: % is scaled to controls: 0 for no effect and ±100 for the full control effect; nearly all actives have a fitted effect of over 20% in size
Target sequence (P02791 2-175 limits assumed): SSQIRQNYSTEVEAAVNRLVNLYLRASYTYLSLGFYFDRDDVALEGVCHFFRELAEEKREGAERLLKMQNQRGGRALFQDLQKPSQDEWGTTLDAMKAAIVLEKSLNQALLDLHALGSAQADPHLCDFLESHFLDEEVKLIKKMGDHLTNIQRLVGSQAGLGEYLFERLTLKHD
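Concentration-response curves derived by four-parameter Hill fitting of normalized fluorescence, where compounds displaced 1-AMA from 10 uM horse apoferritin following a brief 10 min room-temperature incubation; propofol titration acted as positive control.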
BAZ2B block – qHTS Assay for Inhibitors of BAZ2B; Bromodomain adjacent to zinc finger domain protein 2B (Homo sapiens), Q9UIF8; AlphaScreen BAZ2B-H3K14Ac peptide displacement; Potency, µM (titrated, usually from 114 µM), for inactives: at the top dose activity change, negative = inhibition, hits mostly inhibitors; 4.4% of 360,000 active; also: % is scaled to controls: 0 for no effect and ±100 for the full control effect; nearly all actives have a fitted effect of over 60% in size
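Complex of BAZ2B and biotin-H3K14Ac (50 nM apiece) forms over 30 min at RT, then faces library compounds up to 110 uM for another 30 min; AlphaScreen beads added, 20 min dark incubation, luminescence read.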
POLI inh – qHTS for Inhibitors of Polymerase Iota; Pol iota fluorescent replication assay, 10 min; Potency, µM (highest dose often 115 µM), for inactives: at the top dose activity, negative = inhibition, actives largely listed as inhibitors; 1% of 390,000 active
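Fluorescent replication assay read twice, at 0 min and 10 min after adding 50 nM (final) substrate. Enzyme (10 nM) and compounds were first incubated 15 min at room temperature; enzyme-free buffer wells were negative controls.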
APEX1 inh – qHTS Assay for Inhibitors of the Human Apurinic/apyrimidinic Endonuclease 1 (APE1); DNA repair nuclease/redox regulator APEX1 (Homo sapiens), P27695; recombinant APE1, TAMRA/BHQ-2 abasic DNA cleavage fluorescence; Potency, µM (top dose mostly 65.8 µM), inactives show at the highest dose activity change, negative = inhibition, most hits filed as inhibitors; 0.35% of 350,000 active; AID 2517, 2012;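 also: plate controls were vehicle for no effect and reference inhibitor for full effect; nearly all actives have a fitted effect of over 55% in size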
Target sequence (P27695 whole entry, looked up): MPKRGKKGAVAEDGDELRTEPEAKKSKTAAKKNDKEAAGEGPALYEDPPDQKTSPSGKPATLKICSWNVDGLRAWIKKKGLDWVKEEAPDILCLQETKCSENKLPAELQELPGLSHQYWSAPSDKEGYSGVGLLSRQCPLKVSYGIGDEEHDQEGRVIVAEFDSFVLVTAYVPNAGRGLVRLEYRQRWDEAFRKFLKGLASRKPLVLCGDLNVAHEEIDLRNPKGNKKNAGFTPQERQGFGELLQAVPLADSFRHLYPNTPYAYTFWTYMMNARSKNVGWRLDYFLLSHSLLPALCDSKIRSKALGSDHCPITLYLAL
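Enzyme (0.75 nM final) and test compound are incubated 15 min at room temperature before adding 50 nM quenched THF abasic-site duplex. Cleavage dequenches TAMRA, followed at 525/598 nm over three reads one minute apart.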
BLM inh – qHTS Assay for Inhibitors of Bloom's syndrome helicase (BLM); RecQ-like DNA helicase BLM (Homo sapiens), P54132; recombinant BLM DNA unwinding, fluorescence dequenching; Potency, µM (titrated, usually from 56.1 µM), without a hit: at the highest dose activity change, negative = inhibition, usual class: inhibitors; 0.2% of 350,000 active; AID 2528, 2010;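 also: plate controls were vehicle for no effect and no enzyme for full effect; nearly all actives have a fitted effect of over 35% in size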
POLB inh – qHTS Assay for Inhibitors of DNA Polymerase Beta. 1.3% of 340,000 active. P06746. Potency, µM (series often up to 114 µM), inactives show at the highest dose activity change, negative = inhibition, hits mostly inhibitors. Pol beta primer extension/strand displacement, fluorescence kinetic; also: % is scaled to controls: 0 for no effect and ±100 for the full control effect
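Human Pol beta at 10 nM; strand-displacement substrate 50 nM final. Compound exposure 15 min at room temperature before start, reaction 10 min at room temperature.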
G9a inh – qHTS Assay for Inhibitors of Histone Lysine Methyltransferase G9a; Histone-lysine N-methyltransferase EHMT2 (Homo sapiens), Q96KQ7; G9a H3K9 monomethylation, AlphaScreen, 2 h; Potency, µM (highest dose often 102 µM), inactives show at the highest dose activity, negative = inhibition, actives largely listed as inhibitors; 8.8% of 350,000 active; AID 504332, 2011; also: % is scaled to controls: 0 for no effect and ±100 for the full control effect; nearly all actives have a fitted effect of over 75% in size
Target sequence (Q96KQ7 913-1193 limits assumed): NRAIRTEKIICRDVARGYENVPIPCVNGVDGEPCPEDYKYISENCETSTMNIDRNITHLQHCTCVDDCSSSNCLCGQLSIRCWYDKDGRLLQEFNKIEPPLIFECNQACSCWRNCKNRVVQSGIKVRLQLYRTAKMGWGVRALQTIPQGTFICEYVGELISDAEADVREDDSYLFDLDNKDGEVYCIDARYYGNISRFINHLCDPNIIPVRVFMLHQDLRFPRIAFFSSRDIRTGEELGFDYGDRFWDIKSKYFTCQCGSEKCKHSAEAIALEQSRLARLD
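AlphaScreen read-out: biotin-H3K9 peptide (500 nM) methylation by 20 nM enzyme with 20 uM SAM, 2 h at room temperature after 15 min compound preincubation; anti-monomethyl H3K9 antibody plus donor/acceptor beads, 10 min dark.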
* hit, by the source's call; i = inactive; u = inconclusive; x = no result given; & = joins results of further samples; ! = not confirmed by another sample; [ ] = dose if it differs, or a comment. Calls follow the shape of the dose curve; as a rule, active = well fitted curve in the direction sought with a large enough effect; inconclusive = small, poorly fitted or top-dose-only effect, or another doubt; inactive = no such curve, though single readings can be large; an effect the other way counts as inactive or inconclusive. Potency is read from the fitted curve at half-maximal effect. Not all compounds are listed, so the mix of outcomes need not match the whole.

Results follow in this order: Pol kappa inh, POLI inh, POLB inh, G9a inh, BAZ2B block, BLM inh, Anesthetic bind, Pol eta inh, APEX1 inh
- CCOC(=O)C1=NNC(C(=O)c2ccccc2)C1c1ccc(Cl)cc1 (centres undefined)
    -3%, -20%, 6%, x, -9%, -9%, -5%, -4%, 22%
- CCNc1ncc2nc(-c3cc(F)cc(F)c3)c(=O)n(Cc3cccs3)c2n1
    3%[60.1 µM], x, x, -1%[12.7 µM], x, 2%, x, x, 1%
- CCOc1ccc(C(=O)NCC(=O)N2CCCCCCC2)cc1
    7%, 19%, x, 11%[12.7 µM], -3%, x, x, -4%, 16%
- CC(C)(C)NC(=O)NC(=O)CN1CCN(S(=O)(=O)/C=C/c2ccccc2)CC1
    -4%, 103%[activator], 3%, 14%, -2%, -2%, -1%, -4%, 15%
- COc1ccc(CNC(=O)CS(=O)(=O)Cc2nc(-c3ccc(OC)cc3)oc2C)cc1
    3%, 12%, 16%, 15%, -13%, -3%, -2%, -2%, 17%
- Cc1ccc(S(=O)(=O)c2c(N)n(CCCN(C)C)c3nc4ccccc4nc23)cc1
    -7%, -3%, 0%, -9%[12.7 µM], 4%, -4%, 148%[activator], -14%, 3%
- COc1cc(C(=O)Nc2nc3ccc(C)cc3s2)ccc1OCc1c(C)noc1C
    5%, 13%, u, -23%[59 µM], u, 7%, -11%, -16%, 6%
- CSc1ncccc1C(=O)OCC(=O)Nc1nc(C)c(Cl)cc1Cl
    -17%, -8%, x, x, x, x, x, -4%, 12%
- Cc1cc(=O)n2c3ccccc3n(C)c2n1
    -4%, 172%[activator], -10%, 23%[59 µM], 5%, 3%, -6%, -7%, -10%
- COC(=O)Cn1c(=O)c2c(nc3n2CCN3c2ccc(F)cc2)n(C)c1=O
    4%, 19%, 24%, -33%[59 µM], -28%, -2%, -9%, -12%, x
- COc1ccc(Cl)cc1NC(=O)Cn1cc(S(=O)(=O)Cc2cccc(Cl)c2)c2ccccc21
    -2%, 5%, -28%, -15%[59 µM], 1%, -9%, 20%, -21%, x
- Cc1ccccc1NC(NC(=O)c1cccs1)C(Cl)(Cl)Cl (centres undefined)
    -6%, u, -6%, 5%[59 µM], -2%, -10%, u, u, -8%
- COC(=O)c1ccc(NC(=O)c2nn(C)c3c2CS(=O)(=O)c2ccccc2-3)cc1
    -1%, 15%, 1%, 1%[59 µM], -3%, 0%, -9%, -10%, x
- O=C(COc1ccc2c(c1)CCC2)Nc1ccccn1
    -8%, 20%, x, 10%, 10%, x, x, -23%, 11%
- O=C(Nc1cccc(C(=O)N2CCCCC2)c1)c1nsc2ccccc12
    -10%[60.1 µM], 3%, -19%, -30%[59 µM], 3%, -5%, -9%, -11%, x
- CCO[C@H]1OC(C(=O)N2CCN(C)CC2)=C[C@@H](c2ccc(Br)cc2)[C@@H]1CCCO
    -4%, 24%, 24%, 21%[59 µM], -1%, -3%, -1%, -2%, u
- COc1ccc(C(=O)N2CCC(C(=O)Nc3cccc(C)c3)CC2)cc1OC
    -12%, 18%, 12%, -1%[59 µM], 21%, -1%, -7%, -4%, -2%
- Cc1cccc(C(=O)Nc2ccccc2C(=O)NCc2cccnc2)c1
    6%[60.1 µM], -29%, -30%, -4%, -2%, -5%, -6%, -3%, 2%
- COCCc1ccc(OC[C@H](O)CNC(C)C)cc1
    -7%[19.4 µM], x, x, -8%[12.7 µM], x, -10%, -5%[29.3 µM], x, x
- COC(=O)c1ccccc1NC(=O)c1cc2ccccc2o1
    1%, 11%, 56%, 25%, 1%, -6%, -11%, -1%, 25%

The last three records of the section before open the next one.
Results follow in this order: Pol kappa inh, POLI inh, POLB inh, G9a inh, BAZ2B block, BLM inh, Anesthetic bind, Pol eta inh, APEX1 inh
- Cc1cccc(C(=O)Nc2ccccc2C(=O)NCc2cccnc2)c1
    6%[60.1 µM], -29%, -30%, -4%, -2%, -5%, -6%, -3%, 2%
- COCCc1ccc(OC[C@H](O)CNC(C)C)cc1
    -7%[19.4 µM], x, x, -8%[12.7 µM], x, -10%, -5%[29.3 µM], x, x
- COC(=O)c1ccccc1NC(=O)c1cc2ccccc2o1
    1%, 11%, 56%, 25%, 1%, -6%, -11%, -1%, 25%
- COc1cc(C(CCN2CCCC2)c2c(OC)cc(OC)c3c(-c4ccccc4)cc(=O)oc23)cc(OC)c1OC (centres undefined)
    2%&-7%, u, 35%, 19%[59 µM], -18%, 0%&-13%, -17%&0%, -7%, u
- CCCCCCn1c(=O)c(F)cn(Cc2ccc(OC)c([N+](=O)[O-])c2)c1=O
    -12%, 5%, -4%, 7%[59 µM], -4%, -7%, -21%, -16%, -4%
- COc1ccc(-c2nc3cnc(Nc4ccccc4)nc3n(Cc3cccs3)c2=O)cc1
    7%[60.1 µM], x, x, 9%[0.501 µM], x, 1%, x, x, 13%
- CSc1ncccc1C(=O)OCC(=O)NCCCc1ccccc1
    6%, -17%, x, x, x, x, x, -15%, 26%
- COCCCNC(=O)CCN1N=C(c2ccccc2)CCC1=O
    -1%, 29%, 15%, 9%, -2%, -7%, -4%, -10%, 10%
- COc1cccc(NC(=O)c2ccccc2Oc2ccccc2)c1
    8%, 12%, 8%, u, 53%[activator], -11%, -13%, -9%, 10%
- O=C(COC(=O)CNC(=O)c1ccccc1Cl)Nc1cc(C(F)(F)F)ccc1Cl
    -8%, -20%, x, 2%[0.501 µM], -3%, x, x, -20%, -28%
- Nc1cc(=O)[nH]c2nnc(SCC(=O)Nc3cccc4ccccc34)n12
    -6%, 92%[activator], -11%, -6%[59 µM], 0%, 1%, -5%, -9%, 61%[activator][12.4 µM]
- Cc1ccc2onc(CC(=O)N3CCN(c4ccc(F)cc4)CC3)c2c1
    -5%, -11%, 3%, -9%[59 µM], -32%, -6%, -17%, -6%, x
- CCOc1ccc(NC(=O)c2nc(S(=O)(=O)Cc3ccccc3F)ncc2Cl)cc1
    -10%&-8%, 0%&-9%, 23%, -39%[59 µM], -2%, -1%, u, 12%, x
- Cc1cc(C)nc(SCCC(=O)Nc2ccccc2Cl)n1
    -6%, 63%[activator], -1%, -2%, 3%, -3%, -4%, -3%, -2%
- CC(=O)c1c(C)[nH]c(C(=O)OCC(=O)N(C)c2c(N)n(Cc3ccccc3)c(=O)[nH]c2=O)c1C
    0%, 56%[activator], x, -19%[59 µM], -5%, x, x, -15%, 7%
- CCc1nnc2c(Nc3cccc(C(C)=O)c3)nc3ccccc3n12
    7%, -7%, 49%, -6%[59 µM], -30%, -3%, -10%, 18%, x
- CCOC(=O)c1ccc(NC2c3ccccc3C(=O)N2c2cccnc2)cc1 (centres undefined)
    -22%, u, 0%, -20%, 7%, -2%, -13%, -11%, -10%
- Cc1c(NC(=S)Nc2cccc(Cl)c2)c(=O)n(-c2ccccc2)n1C
    2%, 25%, 36%, -26%, 3%, 1%, -6%, -8%, -1%
- COc1ccc(NC(=O)c2oc3ccc4c(c3c2C)C(=O)CC(C)(C)O4)cc1OC
    -15%, 18%, -25%, -30%[59 µM], -36%, -5%, -9%, -24%, x
- O=C(O)COc1ccc(-c2nc(-c3ccccc3)c(-c3ccccc3)[nH]2)cc1
    2%, 24%, -3%, u, -36%, 1%, 4%, -13%, 51%[activator]
- COc1ccccc1C(=O)C1CCCN(C(=O)c2ccc(C(C)=O)s2)C1 (centres undefined)
    3%, 23%, 32%, 67%[activator], -3%, 2%, -10%, -19%, 47%
- COC(=O)Cc1cc(=O)oc2cc(OC)ccc12
    -8%, 7%, 15%, -48%[12.7 µM], -13%, 6%, 2%, -11%, -4%
- O=C(c1cc(Br)ccc1Cl)N1CCN(c2ncccn2)CC1
    3%, 11%, 11%, -6%, 11%, -3%, -9%, -6%, 4%
- CCCCn1nc(C(=O)NCC(c2cccs2)N2CCOCC2)c2ccccc2c1=O (centres undefined)
    1%, 30%, x, 3%[59 µM], 8%, x, x, -22%, -17%
- Cn1c(=O)c2c(nc(Oc3ccccc3Cl)n2C)n(C)c1=O
    -11%, -6%, 1%, 20%, -5%, -3%, 3%, -9%, 28%
- COc1cc(NC(=S)N2CCCC2)cc(OC)c1
    9%, 24%, 34%, x, 2%, 1%, -7%, -8%, -13%
- CC(=O)NCC(=O)N1CCCC(C(=O)c2ccc(Oc3ccccc3)cc2)C1 (centres undefined)
    -10%, -13%, 18%, x, 6%, 0%, -8%, -21%, 1%
- COc1ccc(S(=O)(=O)N2CCC(O)(c3cccnc3)CC2)cc1OC
    -11%, 70%[activator], 1%, 3%[59 µM], -12%, -4%, 0%, -6%, 2%
- O=C(NCc1ccccc1)C(c1ccc(F)cc1)N(C(=O)c1csnn1)C1CCCC1 (centres undefined)
    -12%, 80%[activator], u, u, 2%, -3%, -13%, -15%, 20%
- CC(C)C(=O)Nc1cc2c3c(c1)CCC(=O)N3CCC2
    u, 35µM*, -1%, -10%, 3%, -2%, -1%, -9%, 0%
- CC(C)NCC(O)c1cc(O)cc(O)c1 (centres undefined)
    -8%[60.1 µM], u, 12%[57.1 µM], 25µM*!, 2%, 1%&-5%, -6%, -3%[57.1 µM], 10%
- O=C(Nc1cc(-c2nc3ccccc3s2)ccc1Cl)c1cc2ccccc2o1
    -26%, i, 25%, 35%[activator][59 µM], 32%, -1%, 0%, -13%, x
- COc1ccc(Cl)cc1NC(=O)NCCN1CCNC1=O
    1%, -4%[58.9 µM], 8%, 39%[activator], 8%, -6%, 1%, -9%, -2%

Assay outcomes from PubChem.
